Screening results as filed in PubChem BioAssay.
Tb MetRS inh = Trypanosoma brucei MetRS inhibition; purified T. brucei MetRS, ATP depletion, Kinase-Glo luminescence; inhibition, % at 11.9 µM; 360,000 compounds, 0.4% hits;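 active = inhibition above a per-plate cutoff of the control wells' mean inhibition plus 3 SD, cut at about 5.5% in these data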;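 also: 0% = DMSO wells median and 100% = median of wells with control inhibitor compound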
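Material – parasite MetRS enzyme · Medium – HEPES-MgCl2-KCl buffer plus DTT, spermine, BSA, pyrophosphatase · Reagent – ATP, methionine and E. coli bulk tRNA substrates · Times – 15 min enzyme-compound preincubation, 2 h reaction, 10 min detection, 25 °C · Measured by – luminescence of leftover ATP · Evaluation – percent inhibition relative to median high and low control wells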
CendR NRP1 mod = modulators of CendR peptide binding to human neuropilin-1; 360,000 compounds, 0.85% hits; inhibition, % at 25 µM; AID 602438; FAM-RPARPAR peptide binding to NRP-1, fluorescence polarization; O14786;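 active = inhibition or corrected inhibition above about 18%, plus a signal ratio from 0.5 to 1.5, limit read from the data, passing the limit was not always enough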; also: strong numbers were not always called active
Scp1 inh = blocks human Scp-1 phosphatase activity; Recombinant Scp1, phosphopeptide, malachite green phosphate absorbance; inhibition, % at 20 µM; 340,000 compounds, 0.88% hits; AID 493091;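 active = inhibition above about 50% at 20 µM, limit read from the data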;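 also: plate controls were DMSO wells with enzyme for no effect and wells lacking enzyme for full effect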
Target sequence (Q9GZU7 76-261 limits assumed): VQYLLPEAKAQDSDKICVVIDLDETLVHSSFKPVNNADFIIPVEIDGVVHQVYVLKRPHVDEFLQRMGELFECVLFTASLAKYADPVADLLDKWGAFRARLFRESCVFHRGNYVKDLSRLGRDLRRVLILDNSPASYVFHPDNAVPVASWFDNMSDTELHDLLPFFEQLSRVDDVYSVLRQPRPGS
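Material: truncated SCP-1 phosphatase (76-261aa) / Buffer or medium: 50 mM Tris acetate pH 5.5, 0.005% Tween-20, 10 mM MgCl2 / Compound dosing: one concentration, 20 µM, with 1.0% DMSO / Incubation: 45 min room-temperature reaction, 5 min colour, 30 min stabiliser / Detection: colorimetric free-phosphate detection, absorbance 630 nm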
DNMT1 block = blocks human DNA methyltransferase DNMT1; P26358; DNMT1 molecular beacon, Hinp1I cleavage, fluorescence; inhibition (reported as % activation of signal), % at 10 µM; 360,000 compounds, 0.83% hits; in the data active = inhibition above about 50%
SKN-1 inh = blocks SKN-1 activity in C. elegans; C. elegans VP596 Pgst-4::GFP/RFP ratio, acrylamide-induced, 24 h; inhibition, % at 21.8 µM; 360,000 compounds, 0.49% hits; AID 624304;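 active = interference check ratio from 0.5 to 1.5 plus GFP to RFP signal ratio inhibition reaching or exceeding a fixed threshold, cut at about 30% in these data, passing the limit was not always enough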; also: some compounds called inactive have numbers as strong as hits
NadD block = blocks S. aureus nicotinate mononucleotide adenylyltransferase. purified NadD enzyme, colorimetric absorbance read-out. inhibition, % at 20 µM. 360,000 compounds, 0.78% hits. AID 602399; in the data active = inhibition above about 26%; also: some compounds past the cut are filed as inactive
SUMO1 PPI mod = alters human SUMO1 binding to SIM partners | SUMO1 binding to a labelled peptide, TR-FRET, 1 h | 360,000 compounds, 0.33% hits | P63165 | inhibition, % at 20 µM; in the data active = inhibition above about 37%
Target sequence (P63165 whole entry, looked up): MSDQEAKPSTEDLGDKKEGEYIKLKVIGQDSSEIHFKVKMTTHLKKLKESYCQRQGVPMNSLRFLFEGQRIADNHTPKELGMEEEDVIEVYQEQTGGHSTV
Neddylation inh = inhibitors of human cullin neddylation; P61081+Q13564; TR-FRET cullin neddylation, biochemical; calls only at 25 µM; 360,000 compounds, 0.58% hits; AID 651699; in the data active = inhibition above about 36%
STEP block = inhibitors of human striatal-enriched phosphatase STEP. recombinant STEP, OMFP fluorogenic substrate, fluorescence. AID 588621. inhibition, % at 20 µM. P54829. 360,000 compounds, 0.25% hits;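 active = inhibition at 20 µM, scaled per plate between control wells, above about 37%, limit read from the data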;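 also: 0% = DMSO with enzyme and substrate and 100% = substrate only without enzyme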
Target sequence (P54829 whole entry, looked up): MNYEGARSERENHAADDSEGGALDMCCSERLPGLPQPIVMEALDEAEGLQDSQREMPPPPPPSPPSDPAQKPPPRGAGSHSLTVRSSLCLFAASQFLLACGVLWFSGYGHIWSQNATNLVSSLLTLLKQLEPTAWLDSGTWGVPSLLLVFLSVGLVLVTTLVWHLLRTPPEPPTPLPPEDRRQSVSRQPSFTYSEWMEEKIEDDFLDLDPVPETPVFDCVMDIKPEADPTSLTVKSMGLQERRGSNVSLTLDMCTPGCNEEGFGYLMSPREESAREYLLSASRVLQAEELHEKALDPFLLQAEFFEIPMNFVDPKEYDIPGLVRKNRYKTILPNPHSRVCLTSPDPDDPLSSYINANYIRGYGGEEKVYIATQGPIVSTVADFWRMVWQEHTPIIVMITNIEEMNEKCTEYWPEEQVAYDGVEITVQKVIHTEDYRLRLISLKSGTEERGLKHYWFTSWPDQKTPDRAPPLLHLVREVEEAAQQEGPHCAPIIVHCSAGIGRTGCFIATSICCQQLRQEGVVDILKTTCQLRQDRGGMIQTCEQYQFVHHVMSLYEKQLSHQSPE
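medium = Bis-Tris buffer pH 6.0, 2.5 mM DTT, 0.005% Tween 20 | test system = STEP (striatal-enriched tyrosine phosphatase) enzyme, cell-free | measure = normalized % inhibition | compound dosing = 20 µM, 1% DMSO | also added = 25 µM OMFP | schedule = reaction 20 min, ambient temperature | measured by = fluorescence read at 480 nm ex / 540 nm em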
LMPTP block = blocks human LMPTP phosphatase; P24666; recombinant LMPTP-A, OMFP fluorogenic substrate, fluorescence intensity; inhibition, % at 20 µM; 360,000 compounds, 0.22% hits; AID 651560;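 active = compounds that cut the enzyme signal by at least half of the control window in the single-dose screen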;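 also: plate controls were DMSO wells with enzyme plus substrate for no effect and substrate without enzyme for full effect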
Target sequence (P24666 whole entry, looked up): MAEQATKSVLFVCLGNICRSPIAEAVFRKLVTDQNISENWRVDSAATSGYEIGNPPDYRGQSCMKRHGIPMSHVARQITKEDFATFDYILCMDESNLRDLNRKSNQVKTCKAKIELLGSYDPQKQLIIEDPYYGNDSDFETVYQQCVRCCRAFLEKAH
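Test system: LMPTP-A, protein tyrosine phosphatase of low molecular weight; Input: 0.625 nM enzyme; Incubation: 50 min dark incubation at room temperature; Signal: endpoint fluorescence intensity from OMFP dephosphorylation; Read-out basis: % inhibition versus control wells.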
An asterisk follows results filed as active; i = inactive; . = not tested or not shown. No enrichment for hits; overall some 4.6% were active at least once.

Sample of the layout, 3 compounds:
1: CC1=C(C(=O)OCc2ccccc2)C(c2ccc(-c3ccccc3)cc2)NC(=O)N1CCCCCC(=O)O (centres undefined)
2: NC(=O)c1cnn(-c2ccc3ccccc3c2)c1N
3: CCNC(=O)COC(=O)CCC(=O)c1ccc(F)cc1
Assay by compound	1	2	3
Tb MetRS inh	0.2	-0.6	-0.3
CendR NRP1 mod	-11.6	2.0	15.9
Scp1 inh	-8.6	-4.4	-4.1
DNMT1 block	3.3	-1.8	2.7
SKN-1 inh	6.1	-1.6	18.3
NadD block	4.0	-8.9	-2.1
SUMO1 PPI mod	22.7	-5.3	2.5
Neddylation inh	i	i	i
STEP block	0.7	-3.6	-1.2
LMPTP block	2.2	-0.4	-0.7

Results, repeating the preview:
1: CC1=C(C(=O)OCc2ccccc2)C(c2ccc(-c3ccccc3)cc2)NC(=O)N1CCCCCC(=O)O (centres undefined)
2: NC(=O)c1cnn(-c2ccc3ccccc3c2)c1N
3: CCNC(=O)COC(=O)CCC(=O)c1ccc(F)cc1
4: CN(Cc1ccccc1)S(=O)(=O)c1ccc2c(c1)NC(=O)CC(=O)N2
5: CC(C)(C)S(=O)(=O)/C(C#N)=C/Nc1ccccn1
6: Cc1ccc(S(=O)(=O)NC2=NCN(C3CCN(Cc4ccccc4)CC3)CN2)cc1
7: CC1CCCN(CC(=O)NC(=O)NC2CCCCC2)C1 (centres undefined)
8: COCCCNC(=O)C1CCC(CNS(=O)(=O)c2ccc3c(c2)CC(C)N3C(=O)C2CC2)CC1 (centres undefined)
Assay by compound	1	2	3	4	5	6	7	8
Tb MetRS inh	0.2	-0.6	-0.3	-0.1	0.4	-0.6	-0.2	0.7
CendR NRP1 mod	-11.6	2.0	15.9	-1.8	6.4	7.5	20.0	10.0
Scp1 inh	-8.6	-4.4	-4.1	-2.4	-9.8	-1.9	-0.2	-6.3
DNMT1 block	3.3	-1.8	2.7	-3.7	-2.5	0.4	7.2	0.1
SKN-1 inh	6.1	-1.6	18.3	-6.3	4.5	19.6	10.9	10.9
NadD block	4.0	-8.9	-2.1	1.3	4.9	4.0	-1.2	0.3
SUMO1 PPI mod	22.7	-5.3	2.5	-2.9	3.9	-1.2	-1.3	-3.4
Neddylation inh	i	i	i	i	i	i	i	i
STEP block	0.7	-3.6	-1.2	1.7	-0.1	-4.5	-3.2	0.9
LMPTP block	2.2	-0.4	-0.7	0.9	-3.0	-3.6	-1.2	-1.6

9: Cc1ccc(N(CN2CCCC2=O)C(=O)c2ccc(OC(C)C)cc2)cc1
10: N#C/C(=C\c1c(Cl)cccc1Cl)c1nn(-c2ccccc2)c(-n2cccc2)c1C#N
11: Cc1ccc(C(=O)Nc2ccc(N3CCOCC3)nc2)cc1
12: COC(=O)CNC(=O)CN1C(=O)N(c2ccc(Cl)cc2)C(N(O)C(=O)Nc2ccc(Cl)cc2)C1(C)C (centres undefined)
13: CC[C@]1(C(=O)OC)[C@H]2C(=O)N(Cc3ccccc3)C(=O)[C@H]2[C@H]2CN=C(SCc3ccccc3)N21
14: c1ccc(C[n+]2c(-c3ccccc3)csc2Nc2ccccc2)cc1
15: Cn1cc(CN2CCC(C(O)c3cccs3)CC2)c(-c2ccccc2F)n1 (centres undefined)
16: CC(=O)O/N=C(/C)c1ncc(C(F)(F)F)cc1N1CCOCC1
Assay by compound	9	10	11	12	13	14	15	16
Tb MetRS inh	0.2	-0.2	-0.4	-1.0	-1.0	0.1	-1.0	-1.2
CendR NRP1 mod	-2.9	-7.3	-1.3	12.1	1.4	-5.6	8.5	0.2
Scp1 inh	-6.6	-4.3	-4.6	-7.3	9.2	6.1	-12.3	-3.6
DNMT1 block	1.1	-6.3	1.4	-2.0	2.0	3.6	2.3	-1.5
SKN-1 inh	-8.5	2.9	4.9	-10.8	0.3	11.5	-16.4	3.9
NadD block	-1.0	-1.0	6.7	-7.6	-1.6	14.8	-6.6	-1.3
SUMO1 PPI mod	-0.1	-2.5	0.3	1.2	7.9	1.7	-3.6	-2.4
Neddylation inh	i	i	i	i	i	i	i	.
STEP block	0.4	5.8	2.7	1.7	-0.5	0.6	-1.6	-0.6
LMPTP block	-1.9	1.8	-1.0	-0.2	-0.9	2.2	-2.8	-1.7

17: COC(=O)c1ccc(C)c(NC(=O)C2CC(=O)N(C3CCCC(C)C3C)C2)c1 (centres undefined)
18: CCC(O)C1CCN(C(=O)c2ccc(OC3CCN(Cc4ccccn4)CC3)cc2)CC1 (centres undefined)
19: O=C(CN1CCC(Cc2ccccc2)CC1)NC(=O)NCc1ccco1
20: CN(Cc1ccccc1F)C(=O)C(Cc1ccccc1)NC(=O)c1ccccc1 (centres undefined)
21: Cc1cc(=O)n2c(-c3ccc(Cl)cc3)csc2n1
22: COCCCn1c(SCC(=O)OC2CCCCC2)nnc1-c1cccs1
23: CCCCN(CCCC)C(=S)N/N=C/c1c(C)[nH]n(-c2ccccc2)c1=O
24: CCOc1cc(C(=O)N=c2sccn2C)cc(Br)c1OC
Assay by compound	17	18	19	20	21	22	23	24
Tb MetRS inh	-0.5	-0.3	-0.7	-0.6	1.0	-1.3	-0.6	-0.1
CendR NRP1 mod	-6.6	11.9	-2.9	-6.0	5.0	-3.8	10.8	5.5
Scp1 inh	3.2	-1.1	-4.9	-4.7	-3.3	2.3	-3.1	-8.3
DNMT1 block	-0.7	1.1	1.5	-0.2	3.4	4.6	-22.7	-1.6
SKN-1 inh	11.7	2.8	-30.6	14.0	9.7	-4.6	10.2	1.8
NadD block	-4.1	6.3	-5.2	-2.2	-3.2	-5.3	16.2	-3.7
SUMO1 PPI mod	2.8	-2.4	-0.8	0.2	2.8	-3.1	1.0	0.0
Neddylation inh	i	i	i	i	i	i	i	i
STEP block	-0.9	-1.9	0.3	-0.7	-1.4	-1.9	5.4	0.5
LMPTP block	-0.3	-1.1	0.2	1.5	-1.9	-0.2	0.7	2.5

25: O=C(NCc1cccc(Cl)c1)C1CCCO1 (centres undefined)
26: COC(CNC(=O)c1coc2nc3ccccc3nc12)OC
27: Cn1cc(SCC(=O)Nc2ccc3c(c2)OCO3)c2ccccc21
28: O=C(NCCCn1cccn1)C1CCC(=O)N(Cc2ccccc2F)C1 (centres undefined)
29: O=C(c1cc2ccccc2o1)N1CCN(CCOc2ccccc2)CC1
30: Fc1ccc(CSc2nnc(CN3CCOCC3)n2-c2ccccc2)c(Cl)c1
31: COc1ccc(OC)c(NC(=O)C2CCCN(S(C)(=O)=O)C2)c1 (centres undefined)
32: CCCC1=Nc2cc(C(=O)NCCCOC(C)C)ccc2Sc2ccccc21
Assay by compound	25	26	27	28	29	30	31	32
Tb MetRS inh	0.1	-0.4	-0.4	0.3	-0.3	-0.2	-1.1	0.1
CendR NRP1 mod	-17.1	-9.2	-1.3	4.9	-9.5	-15.0	-8.9	11.6
Scp1 inh	-5.2	-9.0	-14.6	-6.9	1.0	1.1	-6.2	-2.2
DNMT1 block	2.5	-0.4	-11.7	0.4	-1.4	4.4	-0.5	-8.0
SKN-1 inh	7.8	5.4	-2.5	15.9	-1.2	-11.9	9.2	1.8
NadD block	-1.9	1.6	2.0	-5.2	-0.8	-2.5	-4.7	-0.2
SUMO1 PPI mod	2.3	-22.7	-5.6	3.0	-4.1	0.5	1.7	-1.1
Neddylation inh	i	i	i	i	i	i	i	i
STEP block	1.1	9.7	-0.7	-3.8	-0.2	8.4	-0.4	3.6
LMPTP block	-0.7	-0.8	0.8	-0.5	-0.7	-1.0	-1.2	1.0

33: Cc1ccc(C(=O)NNc2ncnc3ccccc23)cc1
34: FC(F)Sc1ccc(NC(=S)N2CCN(c3ccccn3)CC2)cc1
35: COc1cccc(CNC(=O)[C@@H]2CCCN2C(=O)[C@@H]2CCCN2C(=O)c2ccc(Cl)cc2)c1
36: C#Cc1ccc(NC(=O)C2(C)CCN2C(=O)C/C=C/c2ccccc2)cc1 (centres undefined)
37: Cc1ccc(C)c(NC(=S)NNC(=O)c2ccc(Br)o2)c1
38: Cc1cccc(C)c1N1C(=O)CC(N(O)c2ccccc2)C1=O (centres undefined)
39: Cc1ccc(NC(=S)N(CCCN2CCN(C)CC2)Cc2cccs2)cc1
40: Cc1cc(OCC(=O)c2ccc(F)cc2)ccc1N1C(=O)CCC1=O
Assay by compound	33	34	35	36	37	38	39	40
Tb MetRS inh	-0.6	0.5	-0.3	0.1	-0.7	-0.4	-1.0	-0.9
CendR NRP1 mod	-5.4	0.5	-3.1	-5.5	2.0	2.2	0.7	-3.5
Scp1 inh	5.8	-5.5	.	.	2.2	-0.7	-0.8	-11.2
DNMT1 block	2.1	3.6	.	-13.4	-4.9	-0.3	-1.8	4.5
SKN-1 inh	-0.7	0.5	10.2	6.2	-0.4	-0.8	2.8	-13.3
NadD block	-2.3	-6.6	-2.7	-5.3	-3.2	-4.8	-10.9	0.7
SUMO1 PPI mod	-10.3	4.0	20.5	9.0	3.8	0.1	0.7	0.5
Neddylation inh	i	i	i	i	i	i	i	i
STEP block	-0.2	1.0	.	1.1	-0.4	-1.3	0.0	3.0
LMPTP block	-1.0	1.6	0.0	1.7	-1.4	-1.3	-2.7	-1.2

41: C[C@H]1CN([C@@H](C)CO)C(=O)c2cccc(NC(=O)Nc3ccc(C(F)(F)F)cc3)c2O[C@@H]1CN(C)S(=O)(=O)c1ccccc1
42: O=C(C1CCC(CNS(=O)(=O)c2ccccc2)CC1)N1CCCCC1 (centres undefined)
43: Cc1cc(C)c(/C=C(\C#N)C(N)=S)c(C)c1
44: NS(=O)(=O)c1ccc(CCNC(=O)c2ccc(C(=O)c3ccccc3)cc2)cc1
45: Cc1ccc(/C=c2\sc3nc(-c4ccccc4Br)nn3c2=O)o1
46: Cc1ccc(CN2C(=O)N/C(=C/c3cc(C)n(-c4ccccn4)c3C)C2=O)cc1
47: COc1ccc(C(=O)Nc2nnc(S(=O)(=O)N3CCOCC3)s2)cc1
48: COc1cc(/C=C2\OC(=O)c3c(OC)cccc32)ccc1O
Assay by compound	41	42	43	44	45	46	47	48
Tb MetRS inh	-2.6	-1.2	0.2	0.0	-0.2	0.5	-0.2	-1.0
CendR NRP1 mod	0.0	2.9	3.0	9.4	-100.5	-3.8	2.1	-3.2
Scp1 inh	18.4	0.1	-10.2	-0.6	91.9*	-9.3	-11.3	-4.6
DNMT1 block	-7.8	1.4	7.6	-0.1	103.9*	-15.1	-3.0	-1.8
SKN-1 inh	8.8	-2.8	13.9	-6.2	20.3	19.1	1.1	2.8
NadD block	-7.4	-9.2	-2.5	-4.3	26.4*	4.9	-6.1	-6.3
SUMO1 PPI mod	2.5	1.1	-5.1	0.1	24.0	-11.9	1.4	-19.3
Neddylation inh	i	i	i	i	i	i	i	.
STEP block	-1.9	1.3	2.1	-3.3	10.6	4.3	-1.3	-2.4
LMPTP block	2.5	-1.0	-0.8	0.3	35.4	-0.7	0.3	1.4
